Screens: PubChem BioAssay, Fisher Drug Discovery Resource Center
mcGAS RapidFire: inhibitors of Mus musculus cyclic GMP-AMP synthase, initial high-throughput assay, cell-free, RapidFire MS. Q8C6L5. recombinant mouse cGAS, cGAMP by RapidFire MS. inhibition, % at 12.5 µM. actives 0.18% (n = 130,000);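 active means inhibition of cGAS enzyme activity at or above 60%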;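 further: enzyme stimulated by 45 bp dsDNA with ATP and GTP substrates; cGAMP share of summed cGAMP plus half ATP and half GTP signals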
Target sequence (Q8C6L5 whole entry, looked up): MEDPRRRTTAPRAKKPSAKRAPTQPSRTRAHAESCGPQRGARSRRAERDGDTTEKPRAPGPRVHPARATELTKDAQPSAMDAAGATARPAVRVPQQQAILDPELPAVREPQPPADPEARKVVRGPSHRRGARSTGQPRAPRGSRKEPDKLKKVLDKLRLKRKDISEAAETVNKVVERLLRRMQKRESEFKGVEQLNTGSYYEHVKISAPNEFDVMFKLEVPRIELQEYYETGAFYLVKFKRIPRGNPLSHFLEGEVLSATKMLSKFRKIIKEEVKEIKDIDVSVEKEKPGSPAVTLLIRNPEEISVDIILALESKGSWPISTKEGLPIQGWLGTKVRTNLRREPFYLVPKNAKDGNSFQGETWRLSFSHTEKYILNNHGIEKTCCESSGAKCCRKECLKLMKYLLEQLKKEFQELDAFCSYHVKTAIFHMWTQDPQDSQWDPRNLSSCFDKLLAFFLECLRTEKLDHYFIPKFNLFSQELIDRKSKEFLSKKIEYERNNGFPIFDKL
* hit, by the source's call. The list is partial; count on the stated rates, not on these rows.

What do the screens show for `Cc1nc2n(CC(=O)c3cccs3)c3ccccc3n2n1`?
mcGAS RapidFire: -3

What do the screens show for `CCCNC(=O)C1(C)CCN(CCOc2cccc(C(F)(F)F)c2)C1` (centres undefined)?
mcGAS RapidFire: -9

Results for CCOC(=O)C1(Cc2ccccc2)CCNCC1 ?
mcGAS RapidFire: -46

What do the screens show for `Cc1cc(N2CCN(CC(=O)NCC(=O)Nc3ccc(F)cc3)CC2)nc(C(C)C)n1`?
mcGAS RapidFire: -1

What do the screens show for `O=S1(=O)N=C(CN(Cc2ccccc2)C(CO)C2CC2)Nc2ccccc21` (centres undefined)?
mcGAS RapidFire: -5

How did CCOc1nc(O)c(CC)c(=O)o1 do in these assays?
mcGAS RapidFire: -1

What do the screens show for `Cc1ccccc1C(C)NC(C)c1nc2scc(-c3ccco3)c2c(=O)[nH]1` (centres undefined)?
mcGAS RapidFire: -2

How did CNC(=O)CC(C)N(C)Cc1cccc2nonc12 (centres undefined) do in these assays?
mcGAS RapidFire: -41

Results for Clc1cccc(-c2noc(-c3ccc(NCC4COCCO4)nc3)n2)c1 (centres undefined) ?
mcGAS RapidFire: 5

How did O=c1[nH]c(CN2CCOCC2)nc2c1C1(CCCCC1)Cc1ccccc1-2 do in these assays?
mcGAS RapidFire: 5

Results for CC1(C)CC2=NN(c3ccccc3)P(=S)(N3CCc4ccccc4C3)C2=C(N2CCCCC2)C1 (centres undefined) ?
mcGAS RapidFire: -12

Results for O=C1NCC(=O)N2CCN(Cc3cnn(-c4ccc(Cl)cc4)c3)CC12 (centres undefined) ?
mcGAS RapidFire: -2

Results for CC1CC(C)CN(C(=O)NCc2ccnc(-n3cccn3)c2)C1 (centres undefined) ?
mcGAS RapidFire: 0

What do the screens show for `Cc1ncc(CC(=O)NC2CC(=O)N(CCc3ccc(F)cc3)C2)c(=O)[nH]1` (centres undefined)?
mcGAS RapidFire: -14

How did CC(C)(O)C#Cc1ccc(CN2CCCC(CCC(=O)N3CCOCC3)C2)s1 (centres undefined) do in these assays?
mcGAS RapidFire: -5

What do the screens show for `CNc1cccc(-c2ccc(NC(=O)OC)cc2)n1`?
mcGAS RapidFire: -2

How did CCOC(=O)C1CCN(C(=O)CC2CSc3nc4c(c(=O)n32)CCC4)CC1 (centres undefined) do in these assays?
mcGAS RapidFire: -9

How did c1ccc(CCCc2nnnn2CC2CCOC2)cc1 (centres undefined) do in these assays?
mcGAS RapidFire: 9

What do the screens show for `O=C(CCCn1cncn1)N1CCCC(CO)(Cc2cccc(Cl)c2)C1` (centres undefined)?
mcGAS RapidFire: -7

How did Cc1nc(C)c(C(=O)OC(C)C(=O)Nc2ccc(C(N)=O)cc2)s1 (centres undefined) do in these assays?
mcGAS RapidFire: -3

Results for Cc1ccc(OCCN(C)Cc2ccccc2C(=O)O)c(C)c1 ?
mcGAS RapidFire: -22

Results for Cc1ccc2cc(CCNC(=O)C(C)Oc3ccccc3)c(=O)[nH]c2c1C (centres undefined) ?
mcGAS RapidFire: -8

How did Cc1ccc(NC(=O)CSc2nc(=O)n3cccc(C)c3n2)cc1 do in these assays?
mcGAS RapidFire: -8

What do the screens show for `CCN(Cc1nc2ccccc2c(=O)[nH]1)Cc1nc(-c2cccs2)no1`?
mcGAS RapidFire: -6

What do the screens show for `CCOC(=O)CC(C)NC(=O)c1cnn2ccn(C)c12` (centres undefined)?
mcGAS RapidFire: -18

Results for Cc1cc(C2CCCN2Cc2ccc(C(=O)Nc3c(C)noc3C)cc2)on1 (centres undefined) ?
mcGAS RapidFire: -48

How did CC1CCN(C(C)CNC(=O)CC(C)c2ccc(C(F)(F)F)cc2)CC1 (centres undefined) do in these assays?
mcGAS RapidFire: -24

What do the screens show for `COc1ccc(C2NC(=O)N(C)C(C)=C2[N+](=O)[O-])cc1` (centres undefined)?
mcGAS RapidFire: 9

What do the screens show for `CC1(C)C[C@@H]2C[C@@](C)(CN2C(=O)c2ccc(-n3cc(NC(=O)c4cccnc4)cn3)cc2)C1`?
mcGAS RapidFire: -11

What do the screens show for `Oc1cccc(-c2nccc3ccccc23)c1`?
mcGAS RapidFire: -6

How did Cn1c(=O)[nH]c(=O)c2c1nc(N1CCNCC1)n2Cc1ccc(F)cc1 do in these assays?
mcGAS RapidFire: -8

What do the screens show for `O=C(CCC1CCCN(C(=O)C2(c3ccc(Cl)cc3)CCC2)C1)NC1CC1` (centres undefined)?
mcGAS RapidFire: -4

How did CCOc1cc(C(=O)N2CCOC(COc3cccc(C(F)(F)F)c3)C2)ccc1OC (centres undefined) do in these assays?
mcGAS RapidFire: -4

Results for NC1(C(=O)O)CCN(Cc2cnc(-c3cccc4ccccc34)nc2)C1 (centres undefined) ?
mcGAS RapidFire: -2

What do the screens show for `CC(C)c1nc(CN2C(=O)CC3(CCCCC3)CC2=O)cs1`?
mcGAS RapidFire: -13

How did [O-][N+](=Cc1ccccc1)c1ccccc1-n1nncc1-c1ccccc1 do in these assays?
mcGAS RapidFire: 1

Results for Cc1ccc(S(=O)(=O)NCCc2ccccn2)cc1C ?
mcGAS RapidFire: -2

How did CC(=O)c1ccccc1N/C(=C/c1ccccc1[N+](=O)[O-])C(=O)O do in these assays?
mcGAS RapidFire: -12

What do the screens show for `COc1cc(OC)c(-c2c(-c3ccccc3)ncn2Cc2cc(C)[nH]n2)cc1OC`?
mcGAS RapidFire: -5

Results for Cc1[nH]c(=O)[nH]c(=O)c1-c1ccc(C(C)N2CCCC2)cc1 (centres undefined) ?
mcGAS RapidFire: -12

How did Cc1nn(CC(=O)NCCc2ccccc2)c(=O)c2c1cnn2-c1ccccc1 do in these assays?
mcGAS RapidFire: -4

Results for OCCOc1cc(Br)c(Br)cc1OCCO ?
mcGAS RapidFire: 33

Results for CN(C)c1ccc(/C=C/c2cc(=O)oc3ccccc23)cc1 ?
mcGAS RapidFire: -7

How did O=c1c2cnc3nc(C(F)(F)F)nn3c2ccn1-c1ccccc1F do in these assays?
mcGAS RapidFire: -9

What do the screens show for `CSc1cc(C(=O)O)c(Cl)cc1Cl`?
mcGAS RapidFire: 4

How did CN(C)C(CNc1cccc(F)c1C#N)c1cccs1 (centres undefined) do in these assays?
mcGAS RapidFire: -13

How did COc1ccc(CCN2CCC(CN(C)C(=O)c3ccoc3)CC2)cc1 do in these assays?
mcGAS RapidFire: 5

What do the screens show for `COCCn1c(C)cc(O)c(C(c2ccccc2)N2CCN(c3ccccn3)CC2)c1=O` (centres undefined)?
mcGAS RapidFire: -8

Quoted at random: four compounds from above.
How did CCOc1cc(C(=O)N2CCOC(COc3cccc(C(F)(F)F)c3)C2)ccc1OC (centres undefined) do in these assays?
mcGAS RapidFire: -4

How did CCOc1nc(O)c(CC)c(=O)o1 do in these assays?
mcGAS RapidFire: -1

Results for Cc1cc(C2CCCN2Cc2ccc(C(=O)Nc3c(C)noc3C)cc2)on1 (centres undefined) ?
mcGAS RapidFire: -48

What do the screens show for `CCOC(=O)CC(C)NC(=O)c1cnn2ccn(C)c12` (centres undefined)?
mcGAS RapidFire: -18

The main list resumes, starting two compounds before the break.
How did COc1ccc(CCN2CCC(CN(C)C(=O)c3ccoc3)CC2)cc1 do in these assays?
mcGAS RapidFire: 5

What do the screens show for `COCCn1c(C)cc(O)c(C(c2ccccc2)N2CCN(c3ccccn3)CC2)c1=O` (centres undefined)?
mcGAS RapidFire: -8

Results for CC1CCN(C(=O)CN2C(=O)NC3(CCC(C)CC3)C2=O)CC1 (centres undefined) ?
mcGAS RapidFire: -6

What do the screens show for `O=C(Cn1cnnn1)Nc1ccc(C(=O)O)cc1O`?
mcGAS RapidFire: -2

What do the screens show for `O=c1nc(Nc2c(F)c(F)cc(F)c2F)sc2ncccc12`?
mcGAS RapidFire: 10

Results for Cc1cc(=O)oc(C)c1C(=O)OCc1ncc(-c2ccc(Cl)cc2)o1 ?
mcGAS RapidFire: -5

How did CN(C)C(CNc1ccc2ccc(F)cc2n1)c1cnn(C)c1 (centres undefined) do in these assays?
mcGAS RapidFire: -4

Results for COc1ccc(NC(=O)COC(=O)c2csc3c2CCCC3)cc1Cl ?
mcGAS RapidFire: 2

Results for Cc1ccnc(CC(C)N(C)C(=O)c2cc(-c3cnn(C)c3)nc3c(C)cccc23)c1 (centres undefined) ?
mcGAS RapidFire: -6

How did Cc1n[nH]c(C)c1CCCN(C)C(=O)c1ccc(Cl)cn1 do in these assays?
mcGAS RapidFire: -7

How did O=c1[nH]c(=O)n(-c2ncnc3c2cnn3-c2ccccc2)cc1Cl do in these assays?
mcGAS RapidFire: 14

What do the screens show for `COC(=O)c1cn(CCc2ccccc2)nc1S(=O)(=O)N1CCC(C)CC1`?
mcGAS RapidFire: 0

Results for O=C(Nc1cc(-c2ccccc2)ns1)C1CCS(=O)(=O)C1 (centres undefined) ?
mcGAS RapidFire: -8

Results for NC(=O)c1cc(Cl)ccc1OCc1csc(-c2ccco2)n1 ?
mcGAS RapidFire: -1

What do the screens show for `O=C(COc1cccc2c(=O)[nH]ccc12)c1ccccc1`?
mcGAS RapidFire: -8

How did Cc1ccc(S(=O)(=O)N2CCN(C(=O)c3sc(NC(=O)C4CC4)cc3C)CC2)c(C)c1 do in these assays?
mcGAS RapidFire: 3

How did NC(=O)CN(C(=O)c1cc2ccccc2s1)c1ccccc1 do in these assays?
mcGAS RapidFire: -5

Results for O=C(CS(=O)(=O)Cc1cccc(F)c1)Nc1ccc(F)cc1F ?
mcGAS RapidFire: -19

What do the screens show for `CC1(C)Cc2cccc(C3CC(=O)Nc4c3cnn4Cc3cccnc3)c2O1` (centres undefined)?
mcGAS RapidFire: -9

What do the screens show for `Cc1cc(S(=O)(=O)NCc2ccc3c(c2)OCO3)c(C)cc1Br`?
mcGAS RapidFire: 7

What do the screens show for `Cc1sc(=O)n(CCC(=O)Nc2ncc(Cl)s2)c1C`?
mcGAS RapidFire: -11

What do the screens show for `CC(C)(C)c1ccc(C(O)c2ncc(-c3ccccc3F)[nH]2)cc1` (centres undefined)?
mcGAS RapidFire: -9

Results for Cc1ccc(-c2cc(C(=O)N3CCN(C(=O)c4ccccc4O)CC3)on2)cc1 ?
mcGAS RapidFire: 4

What do the screens show for `C=CCC(CC=C)(NC(=O)CCC(=O)OC)c1ccccc1`?
mcGAS RapidFire: 1

What do the screens show for `CC(NC(=O)Nc1cccnc1N1CCCC1)c1ccn(C)c1` (centres undefined)?
mcGAS RapidFire: -16

How did O=C1NCCCCC1NCc1ccc(OCc2c(F)cccc2Cl)cc1 (centres undefined) do in these assays?
mcGAS RapidFire: -9

Structures shown so far that have bromine:
Results for OCCOc1cc(Br)c(Br)cc1OCCO ?
mcGAS RapidFire: 33

What do the screens show for `Cc1cc(S(=O)(=O)NCc2ccc3c(c2)OCO3)c(C)cc1Br`?
mcGAS RapidFire: 7

(cont.)
What do the screens show for `CC(C)(C)c1ccc(C(=O)Nc2n[nH]c(C(F)(F)F)n2)cc1`?
mcGAS RapidFire: -1

What do the screens show for `c1cnc(N2CCCN(Cc3cc4n(n3)CCCNC4)CC2)nc1`?
mcGAS RapidFire: 27

How did CCCCC(Nc1nc(C)nc2c1cnn2C)c1cccnc1 (centres undefined) do in these assays?
mcGAS RapidFire: -2

How did COc1c(F)cc(-c2cc(NCCO)nc3[nH]ccc23)cc1F do in these assays?
mcGAS RapidFire: 3

Results for O=C(c1cccc(SC(F)F)c1)N1CCc2c([nH]c3ccccc23)C1c1ccc(C(F)(F)F)cc1 (centres undefined) ?
mcGAS RapidFire: -4

Results for CCOC(=O)N1CCC(C(=O)O)CC1 ?
mcGAS RapidFire: -42

Results for O=C(C1CCCO1)N1CCN(C(=S)NCc2ccc3c(c2)OCO3)CC1 (centres undefined) ?
mcGAS RapidFire: 0

How did C=CCNC(=S)NS(=O)(=O)c1ccc(F)cc1 do in these assays?
mcGAS RapidFire: -10

How did C/C(=C/C(=O)NCCc1nncn1C)c1ccccc1Cl do in these assays?
mcGAS RapidFire: -6

Results for Cc1nn(-c2ccccc2)c(Cl)c1C(=O)Nc1cccc(C(F)(F)F)c1 ?
mcGAS RapidFire: -1

Results for CC1(C(=O)NS(=O)(=O)c2cccc(OC(F)F)c2)CCN1C(=O)Cc1ccccc1 (centres undefined) ?
mcGAS RapidFire: -10

How did Cc1cc(Br)c(NC(=O)CSc2nc(=O)[nH]n2C)c(Br)c1 do in these assays?
mcGAS RapidFire: -3

Next part, overlapping the part above by 2 compounds.
Results for CC1(C(=O)NS(=O)(=O)c2cccc(OC(F)F)c2)CCN1C(=O)Cc1ccccc1 (centres undefined) ?
mcGAS RapidFire: -10

How did Cc1cc(Br)c(NC(=O)CSc2nc(=O)[nH]n2C)c(Br)c1 do in these assays?
mcGAS RapidFire: -3

How did Nn1c(SCc2ccc(Cl)cc2Cl)nncc1=O do in these assays?
mcGAS RapidFire: -1

Results for CCOc1ccc(NC(=S)NCc2ccccc2)cc1 ?
mcGAS RapidFire: -3

What do the screens show for `COC(=O)c1ccc(Cn2c(C)c(C(=O)NCc3cccc(C)c3)sc2=O)o1`?
mcGAS RapidFire: -9

Results for O=C(CCCCCn1c(=S)[nH]c2ccccc2c1=O)NCc1ccc2c(c1)OCO2 ?
mcGAS RapidFire: -4

How did Cc1nc2ncccn2c1C(=O)N1[C@@H]2CC[C@H]1CNC(=O)C2 do in these assays?
mcGAS RapidFire: -8

Results for O=C(CCn1ccc(=O)[nH]c1=O)NCc1cc(-c2cccs2)on1 ?
mcGAS RapidFire: 1

What do the screens show for `CN1CCN(C(=O)c2ccc3[nH]c4c(c3c2)CSCC4)CC1C(=O)O` (centres undefined)?
mcGAS RapidFire: 6

What do the screens show for `Cc1ccccc1-n1cc(CN(C)S(=O)(=O)NCc2ccccc2)cn1`?
mcGAS RapidFire: -26

Results for CCN1CCN(C2(C(=O)N(C)Cc3ccc(C)o3)Cc3ccccc3C2)CC1 ?
mcGAS RapidFire: -12

What do the screens show for `CC1(C)CN(C(=O)NCc2ccc(-n3ccnc3)nc2)CCS1`?
mcGAS RapidFire: 4

How did CC(C)CNC(=O)C1CCN(CC(=O)Nc2ccc(Br)cc2Cl)CC1 do in these assays?
mcGAS RapidFire: 1

Results for Cc1ccc(C)c(OCc2cc(C(=O)N3CCCC4(CCCN(C)C4)C3)no2)c1 (centres undefined) ?
mcGAS RapidFire: 5

How did CC1(C(=O)NS(=O)(=O)c2cccs2)CCN1C(=O)CCc1ccc(Cl)cc1Cl (centres undefined) do in these assays?
mcGAS RapidFire: 1
